# Screens (PubChem BioAssay)
# D1 potentiator – potentiators of human D1 dopamine receptor. HEK293 TREx D1 cells, calcium flux, dopamine EC20 potentiation. potentiation, % at 10 µM. actives 0.036% (n = 360,000). AID 504651; in the data active = potentiation above about 30%; note: 0% is about no effect
# D1 antagonist – antagonists of human D1 dopamine receptor | HEK293 TREx D1 cells, calcium flux, dopamine EC80; hits give low values | P21728 | actives 3.2% (n = 360,000) | AID 504652 | activity change, negative = inhibition, % at 10 µM; in the data active = activity change below about -30%; note: % is set by controls: 0 for no effect and ±100 for the full control effect
#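 Tetracycline-induced HEK293 Trex D1 cells, force-coupled to calcium, dye-loaded; compounds added and read 180 s, then EC80 dopamine added and calcium flux tracked kinetically another 180 s.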
# RXFP1 agonist – agonists of human relaxin receptor RXFP1; HEK293T-RXFP1 cAMP TR-FRET, 30 min; response scale: percent of porcine relaxin response, buffer zero; Potency, µM (doses to about 57.5 µM), without a hit: top-dose activation, actives largely listed as activators; actives 0.3% (n = 370,000); AID 2676; note: potency is the fitted concentration of half-maximal effect; % is set by controls: 0 for no effect and ±100 for the full control effect; nearly all actives have a fitted effect of over 60% in size; many of its hits are not listed in these tables
# Target sequence (Q9HBX9 whole entry, looked up): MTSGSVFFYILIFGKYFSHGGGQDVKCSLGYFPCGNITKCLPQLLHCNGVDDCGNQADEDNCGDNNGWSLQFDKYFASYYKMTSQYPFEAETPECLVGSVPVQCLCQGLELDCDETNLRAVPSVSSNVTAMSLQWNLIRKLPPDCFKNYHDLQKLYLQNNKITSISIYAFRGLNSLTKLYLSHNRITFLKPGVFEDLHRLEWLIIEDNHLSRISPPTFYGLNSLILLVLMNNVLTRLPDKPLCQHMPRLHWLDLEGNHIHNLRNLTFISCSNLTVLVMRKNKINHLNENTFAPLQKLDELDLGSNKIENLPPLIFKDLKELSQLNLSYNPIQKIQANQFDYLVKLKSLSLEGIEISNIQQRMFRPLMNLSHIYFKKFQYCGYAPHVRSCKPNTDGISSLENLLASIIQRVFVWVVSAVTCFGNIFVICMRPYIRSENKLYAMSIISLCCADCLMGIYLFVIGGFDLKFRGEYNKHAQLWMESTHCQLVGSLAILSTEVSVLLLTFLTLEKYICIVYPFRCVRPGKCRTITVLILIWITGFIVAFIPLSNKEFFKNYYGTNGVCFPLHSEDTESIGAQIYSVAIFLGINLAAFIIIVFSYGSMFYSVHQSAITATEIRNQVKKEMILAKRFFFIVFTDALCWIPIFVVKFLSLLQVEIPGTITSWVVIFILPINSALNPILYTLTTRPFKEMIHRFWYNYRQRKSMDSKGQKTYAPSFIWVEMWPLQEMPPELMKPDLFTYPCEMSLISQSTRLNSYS
#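 HEK293 cells stably expressing RXFP1, treated 30 min at 37C with compounds plus PDE4 inhibitor Ro 20174; cAMP measured by HTRF TR-FRET. Normalized to buffer and 29 nM porcine relaxin; EC50 by Hill fit.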
# Glioma ERSR ind – induces the endoplasmic reticulum stress response in human glioma cells | U87-MG GRP78 promoter luciferase reporter, 16 h | Potency, µM, for the others: top-dose activation, actives largely listed as activators | actives 0.02% (n = 420,000); note: potency is the fitted concentration of half-maximal effect; series mostly up to about 76 µM; % of control where 0% means no effect; nearly all actives have a fitted effect of over 35% in size
#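 Stably transfected U87-MG human glioma cells carrying a GRP78-based luminescent sensor were seeded at 1000 cells/well, pin-dosed with compounds and incubated 16 h. Luciferase reagent was then added, and end-point luminescence was read after 10 min at room temperature.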
# D1 agonist – human D1 receptor agonism; P21728; HEK293 T-REx D1 cells, calcium flux, agonist mode; activation, % at 2 µM; actives 1% (n = 360,000); AID 504660; in the data active = activation above about 30%; note: 0% is about no effect
#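 Agonism was scored from calcium flux recorded over 180 s (1 read/s) after pintool compound addition, following a 10-cycle baseline. Cells were inducible force-coupled HEK293 TREx D1, plated overnight at 30 C and loaded with no-wash calcium dye.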
# Vif-APOBEC3G blk – blocks the Vif interaction with human APOBEC3G | AID 602310 | HeLa A3G-eYFP + Vif (tagged APOBEC3G with the HIV-1 protein that degrades it), YFP fluorescence, overnight | actives 0.076% (n = 410,000) | Q9HC16 | Potency, µM (series often up to 46.1 µM), for the others: at the top dose activity, negative = active, usual class: inhibitors;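 note: potency is the fitted concentration of half-maximal effect; % is set by controls: 0 for no effect and ±100 for the full control effect; nearly all actives have a fitted effect of over 60% in size; hits raise eYFP signal because A3G escapes Vif-driven loss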
# Target sequence (Q9HC16 whole entry, looked up): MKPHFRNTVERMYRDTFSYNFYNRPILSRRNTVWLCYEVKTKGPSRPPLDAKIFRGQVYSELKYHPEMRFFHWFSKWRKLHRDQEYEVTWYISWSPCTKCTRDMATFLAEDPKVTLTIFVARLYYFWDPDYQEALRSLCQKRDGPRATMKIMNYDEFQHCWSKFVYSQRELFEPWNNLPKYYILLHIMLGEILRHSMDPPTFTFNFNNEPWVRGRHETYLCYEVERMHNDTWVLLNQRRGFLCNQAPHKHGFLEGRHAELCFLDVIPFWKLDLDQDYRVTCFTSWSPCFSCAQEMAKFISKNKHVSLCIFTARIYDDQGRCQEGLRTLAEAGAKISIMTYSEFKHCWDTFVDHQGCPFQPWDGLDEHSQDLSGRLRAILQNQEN
#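 Read-out is eYFP fluorescence (Ex 488/Em 500-530) from Vif-expressing HeLa A3G-eYFP cells; more signal means A3G escaped Vif-mediated degradation. Cells plated overnight, compound pinned in, incubated overnight at 37 deg C.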
# RXFP1 antag – blocks the human relaxin receptor RXFP1; Q9HBX9; HEK293-RXFP1, relaxin-stimulated cAMP HTRF, 30 min; hits give low values; activity change, negative = inhibition, % at 57.5 µM; actives 0.59% (n = 350,000);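 active = activity change of -60% or lower, but not beyond a set lower limit; inconclusive = change between -60% and -40%, or beyond the set limit; inactive = change above -40%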; note: % is set by controls: 0 for no effect and ±100 for the full control effect
# D2 PAM – positive allosteric modulators of human D2 dopamine receptor | HEK293 T-REx D2, calcium flux, EC20 dopamine potentiation | potentiation, % at 10 µM | actives 0.34% (n = 340,000) | P14416;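 active = potentiation over 3 SD above the plate norm, cut at about 30% in these data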; note: 0% is about no effect
#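 Calcium flux readout, no-wash dye, 1 read/s. Inducible HEK293 Trex D2 line, overnight 30 C. Compound alone 180 s (agonist flags), then EC20 dopamine, another 180 s to score potentiation.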
# Vif-APOBEC3F blk – Vif-A3F binding inhibition; HeLa A3F-eYFP + Vif (tagged APOBEC3F with the HIV-1 protein that degrades it), YFP fluorescence increase; actives 0.2% (n = 390,000); Potency, µM (top dose mostly 46.1 µM), inactives show top-dose activity, negative = active; note: potency is the fitted concentration of half-maximal effect; % of control where 0% means no effect; nearly all actives have a fitted effect of over 65% in size
#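 HeLa cells stably expressing Vif plus C-terminally eYFP-tagged A3F were seeded, incubated overnight at 37 deg C, dosed with compound, incubated overnight again at 37 deg C. Yellow fluorescence (Ex 488/Em 500-530) reported blocked Vif-mediated A3F-eYFP degradation.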
# An asterisk follows results filed as active; ? = inconclusive; nt = not tested or not shown; & = joins results of further samples. Unless noted, calls come from the whole dose curve; as a rule, active = well fitted curve in the direction sought with a large enough effect; inconclusive = small, poorly fitted or top-dose-only effect, or another doubt; inactive = no such curve, though single readings can be large; an effect the other way counts as inactive or inconclusive. An excerpt; the hit share may differ from the screen's.
SMILES,D1 potentiator,D1 antagonist,RXFP1 agonist,Glioma ERSR ind,D1 agonist,Vif-APOBEC3G blk,RXFP1 antag,D2 PAM,Vif-APOBEC3F blk
CC(C)NC(=O)c1ccc2c(c1)N(Cc1cccc(Cl)c1)C(=O)c1ccccc1S2=O (configuration not stated),1,3,0.4%,-1%,3,-6%,10,17,-10%
COc1ccc(C2C(C#N)=C(N)N(N(C)C)C3=C2C(=O)CC(C)(C)C3)cc1 (configuration not stated),5,-4,0.1%,1%,1,-1%,10,5,-16%
COc1cc2ncnc(NCc3ccccc3Cl)c2cc1OC,3,3,6.0%,-7%,4,-1%,5,1,2%
COC(=O)C(C)Sc1ncnc2c1c(-c1ccccc1)cn2-c1ccc(F)cc1 (configuration not stated),2,-4,1.6%,-2%,3,3%,-9,10,3%
O=C(COc1ccc(Cl)cc1Cl)N(Cc1ccco1)C1CCS(=O)(=O)C1 (configuration not stated),-1,-11,-0.1%,-3%,3,-2%,-6,10,-1%
O=C(NC1CC1)c1ccccc1,nt,nt,nt,-4%,nt,0%,-5,nt,3%
Cc1ccc(C)c2sc(N3CCN(C(=O)c4ccc([N+](=O)[O-])o4)CC3)nc12,-1,-6,0.0%,-2%,5,-5%,-5,5,-3%
CC(C)C(=O)Nc1cccc(C(=O)N2CCCCC2C)c1 (configuration not stated),0,-2,-0.1%,1%,-2,0%,-9,7,-10%
CC1CC(C)CN(S(=O)(=O)c2ccc(C(=O)N3CCCC3)cc2)C1 (configuration not stated),4,-15,1.3%,-3%,4,0%,-3,-2,-7%
O/N=C\c1cccn1-c1nccs1,3,-2,2.2%,-4%,4,1%,-5,14,12%
Nc1nc2c(F)c(F)c(F)cc2s1,-6,-5,0.6%,-2%,1,-8%,1,-4,3%
CSc1ncc(C(=O)Nc2cccnc2)c(C(F)(F)F)n1,-1,-4,1.0%,-6%,2,1%,-3,12,1%

# Profiles as entered above.
# O=C(COc1ccc(Cl)cc1Cl)N(Cc1ccco1)C1CCS(=O)(=O)C1 (configuration not stated) is listed as D1 potentiator = -1; D1 antagonist = -11; RXFP1 agonist = -0.1%; Glioma ERSR ind = -3%; D1 agonist = 3; Vif-APOBEC3G blk = -2%; RXFP1 antag = -6; D2 PAM = 10; Vif-APOBEC3F blk = -1%
# O/N=C\c1cccn1-c1nccs1 is listed as D1 potentiator = 3; D1 antagonist = -2; RXFP1 agonist = 2.2%; Glioma ERSR ind = -4%; D1 agonist = 4; Vif-APOBEC3G blk = 1%; RXFP1 antag = -5; D2 PAM = 14; Vif-APOBEC3F blk = 12%

# (continued)
SMILES,D1 potentiator,D1 antagonist,RXFP1 agonist,Glioma ERSR ind,D1 agonist,Vif-APOBEC3G blk,RXFP1 antag,D2 PAM,Vif-APOBEC3F blk
CC(=O)N1c2ccc(S(=O)(=O)N3CCCC(C(=O)NC4CCCC(C)C4C)C3)cc2CC1C (configuration not stated),-5,-3,1.9%,-4%,2,1%,8,-6,-8%
Cc1ccc(S(=O)(=O)Nc2ccc3nc(N)sc3c2)cc1,-6,-26,0.9%,-1%,10,0%,-11,7,6%
O=C(COc1ccccc1Cl)NNC(=O)c1ccc(-n2cncn2)c([N+](=O)[O-])c1,-4,-8,1.6%,-5%,2,0%,6,14,4%
CCOc1ccc(CNC(=O)c2cnc3sc(N(CC)CC)nn3c2=O)cc1OC,-5,-8,1.0%,-1%,0,-3%,-19,-6,3%
O=[N+]([O-])c1ccccc1N=Nc1ccc(O)cc1,nt,nt,nt,10%,nt,-1%,-2,nt,-1%
c1nc(NC2CCCC2)c2[nH]cnc2n1,2,-4,1.3%,-2%&-4%,4,4%&-1%,nt,-9,-3%
O=C(Oc1ccc2c(-c3ccccc3)cc(=O)oc2c1)C1CCCCC1,-4,13,5.5%,0%,12,-5%,4,6,-9%
COc1cc(C(=O)Nc2ccc(N3CCCS3(=O)=O)cc2)c([N+](=O)[O-])cc1OC,-3,-4,1.0%,-5%,2,-7%,-10,10,5%
COC(=O)c1ccc2c(=O)n(CCCN3CCCC3=O)c(=S)[nH]c2c1,0,-15,-0.6%,1%,2,1%,24,-6,-1%
Oc1ccccc1-c1cc(-c2ccc(Cl)cc2)n[nH]1,-12,-19,1.3%,-6%,4,-6%,-14,3,-14%
O=C(Nc1ccccc1)N(Cc1ccc2c(c1)OCO2)Cc1nc2ccccc2c(=O)[nH]1,-5,-5,3.4%,4%,0,-1%,0,16,-6%
Cc1cc(C)n(-c2ccc(NC(=O)C3CCN(Cc4cnc(C)s4)CC3)cc2)n1,-1,3,-0.5%,-7%,1,0%,-13,13,4%
COc1ccc(C2C3=C(CCCC3=O)Nc3nc(SCc4ccc(C(=O)O)cc4)nn32)cc1OC (configuration not stated),nt,-8,0.7%,-3%,1,0%,nt,-2,1%
O=S(=O)(c1ccc(-c2ccno2)s1)N1CCCCC1,-1,-13,2.6%,2%,2,2%,11,2,2%
Cc1cc(NC(=O)CSCC(=O)N2CCN(c3ccccc3)CC2)no1,nt,nt,nt,-3%,nt,0%,-14,nt,-8%
O=C(O)c1ccccc1-c1ccccc1C(=O)NCCCO,3,-1,-0.6%,-5%,3,-1%,-8,13,5%
Cc1nnc(SCC(=O)c2ccc(S(=O)(=O)N3CCOCC3)cc2)n1-c1ccccc1,-2,36,0.0%,-6%,2,-2%,-14,-8,7%
Cc1nn(CCc2n[nH]c(=S)n2-c2cccc(Cl)c2)c(C)c1[N+](=O)[O-],8,-5,1.4%,-3%,3,2%,14,-2,0%
CCOC(=O)c1c(CC(C)C)csc1N,-1,10,0.3%,2%,2,-1%,3,-2,5%
O=C(Nc1cccc(S(=O)(=O)NC2=NCCC2)c1)C1CCCCC1,4,-4,1.2%,-5%,0,5%,11,-1,-5%
CC(C)(CO)CNC(=O)CCc1nnc(C2(c3ccc(Cl)cc3)CCC2)o1,-3,-10,2.5%,-1%,1,0%,-7,-4,-1%
COc1ccc(NC(=O)c2ccsc2NC(C)=O)cc1,-2,13,-0.4%,-2%,0,-6%,-9,-4,?
O=C(NCc1ccc2c(c1)OCO2)c1cc(-c2ccccc2)c(N2CCOCC2)s1,2,2,1.5%,-1%,3,0%,0,0,-9%
CC(=O)Nc1ccc(C(=O)Nc2ccc(S(=O)(=O)NCC3CCCO3)cc2)cc1 (configuration not stated),-3,-4,0.9%,-2%,2,2%,-1,9,-2%
O=C(Nc1ccc(OC(F)F)c(Cl)c1)Nc1ccc2c(c1)OCO2,-9,-36*,-0.8%,-4%,17,-10%,-19,nt,2%
NC(=O)COC(=O)c1sc2ccccc2c1Cl,0,7,12%,-3%,5,-2%,4,3,8%
COc1cc(Cl)c(C)cc1NC(=O)Cn1ncc2c1-c1cc(C)ccc1OC2,1,18,0.6%,-3%,0,6%,nt,-13,1%
CCOc1ccccc1C1C(C(=O)Nc2ccccc2OC)=C(C)Nc2nc(CCCO)nn21 (configuration not stated),nt,-27,0.1%,-3%,2,3%,nt,-2,-1%
Cc1ccc(N/C(N)=N/c2nc(CSc3nnc(N)s3)cc(=O)[nH]2)cc1,-4,-34*,2.1%,1%,5,-3%,-1,9,1%
COc1ccc(-c2cc(C(=O)OCC(=O)N3CCCCC3)c3ccccc3n2)cc1OC,nt,nt,nt,-1%,nt,-12%,-8,nt,9%
COc1ccc(CN2CCN(C(=O)c3ccccc3F)CC2)c(OC)c1OC,nt,nt,nt,-1%,nt,-6%,-6,nt,?
COc1ccccc1CCNC(=O)CNC(=O)Cc1cccc2ccccc12,-5,0,-1.0%,-3%&-4%,3,-1%&-2%,-4,5,2%
CC(=O)c1cn(C)c(=O)n(C)c1=O,-2,6,-1.5%,-3%,1,0%,0,-9,-8%
CCCNC(=O)CSc1c(CCC)cnc2c1c(=O)n(C)c(=O)n2C,4,nt,5.2%,-4%,-3,0%,-11,15,5%
Nc1nc(COc2ccccc2C=O)nc(Nc2ccccc2)n1,1,-21,-0.7%,-3%,2,5%,-2,1,-8%
O=C(Cc1ccsc1)N1CCN(S(=O)(=O)c2cc(C(F)(F)F)cc(C(F)(F)F)c2)CC1,3,-2,0.0%,-4%,-1,-3%,-9,10,-7%
O=C(NCc1ccco1)c1ccc(Cl)c(S(=O)(=O)Nc2ccccc2)c1,3,8,-0.3%,-2%,2,7%,-5,5,?
CC(C)CCNC(=O)c1ccc2c(c1)N(Cc1ccccc1F)C(=O)c1ccccc1S2=O (configuration not stated),2,5,-0.2%,-3%,3,-3%,nt,-2,-8%
CN(C)CCCNC(=S)N1CCn2c(nc3ccccc32)C1,-9,11,2.4%,-5%,2,3%,3,-7,11%
CCOc1cc(C(=O)NCc2ccncc2)cc(OCC)c1OCC,-1,9,-0.9%,-2%,-4,-2%,-1,-3,-1%
COc1ccc(CCNC(=O)c2cc(=O)c3cc(C)ccc3o2)cc1OC,-2,-6,0.5%,-7%,10,-4%,-6,-5,-10%
COC(=O)c1c(C)oc(C)c1S(=O)(=O)NC(c1ccccc1)c1ccccc1,-8,-4,0.0%,-8%,6,1%,-18,-8,4%
CC(=O)Oc1ccccc1C1OC(=O)c2ccccc2N1C(C)=O (configuration not stated),5,7,-0.4%,-5%,1,0%,-1,-7,5%
COc1cccc(COC(=O)c2cc(S(=O)(=O)N3CCCCC3)ccc2N2CCOCC2)c1OC,-8,2,?,-6%,2,2%,-8,4,-11%
C=CCc1c(C)nc(SCc2ccccc2)[nH]c1=O,2,5,-1.3%,2%,4,0%,7,4,-3%
Cc1sc2ccccc2[n+]1CC(=O)c1ccccc1,1,3,2.7%,3%,7,-2%,0,-2,-12%
CCCCCn1c(=N)c(S(=O)(=O)c2ccc(Br)cc2)cc2c(=O)n3cccc(C)c3nc21,-5,-14,0.7%,-5%,2,2%,-23,-1,1%
COc1ccc([N+](=O)[O-])cc1NC(=O)c1cncc(Br)c1,1,12,11%,-4%,0,-10%,-7,-7,-1%
Cc1nc(N2CCN(c3ccccn3)CC2)c2c(C)c(C(=O)Nc3c(F)cc(F)cc3Br)sc2n1,0,7,13%,3%,3,0%,-20,-2,-9%
Nn1c(COc2ccccc2F)nnc1SCC(=O)NC1CC1,-1,-5,-0.1%,-2%,6,0%,0,9,2%
CCC1CC(CSC(=N)N)OC1=O (configuration not stated),3,1,-1.4%,-4%,3,3%,-9,-8,-12%
COc1ccccc1NC(=O)COC(=O)/C=C/c1ccc(OC)c(OC)c1,nt,nt,nt,-6%,nt,1%,1,nt,-1%
